Nrf2 ARE act = activates Nrf2 signaling | AID 624171 | hit rate 0.31% among 410,000 | AREc32 ARE-luciferase reporter (MCF7-derived line), luminescence, 24 h | Potency, µM (series often up to 46.1 µM), for inactives: top-dose activation, most hits filed as activators; also: potency is read from the fitted curve at half-maximal effect; % of control where 0% means no effect; nearly all actives have a fitted effect of over 65% in size
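AREc32 cells carrying an ARE-driven firefly luciferase, 1000 cells/well in OPTI-MEM with 5% FBS, dosed after overnight attachment and incubated 24 hr at 37 deg C. Steady-Glo luminescence read after 30 min at RT.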
S2 tox = viability counter-screen for ATXN expression inhibitors. AID 651635. Potency, µM (top dose mostly 56.7 µM), actives largely listed as cytotoxic. S2 cells (HEK-293 line with an ATXN2-luciferase reporter) viability, CellTiter-Fluor protease fluorescence, 24 h. hit rate 0.49% among 400,000; also: potency is read from the fitted curve at half-maximal effect; nearly all actives have a fitted effect of over 40% in size
TGFb SMAD3 inh = blocks TGF-b signaling | Potency, µM (top dose mostly 46.1 µM), without a hit: at the highest dose activity, negative = inhibition, usual class: inhibitors | HepG2 CAGA-GFP TGF-b/SMAD3 reporter, GFP fluorescence, 18 h; TGF-beta stimulated, 500 pg/mL final | hit rate 1.2% among 410,000; also: potency is read from the fitted curve at half-maximal effect; % is scaled to controls: 0 for no effect and ±100 for the full control effect; nearly all actives have a fitted effect of over 65% in size
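HEPG2 CAGA-GFP, 1000 cells/well; 2 h settle, 37 C; cpd via pin tool; TGF-b 500 pg/mL final; 18 h, 37 C; GFP imaging ex488/em500-530; %Activity normalised to -TGF-b and +DMSO controls; CRC fit, curve class.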
Mm-Cpn inhibitor = inhibitors of Methanococcus maripaludis chaperonin (MmCpn); Potency, µM (titrated, usually from 76.9 µM), inactives show at the highest dose activity, negative = inhibition, usual class: inhibitors; AID 504842; purified Mm-Cpn ATPase, ADP Transcreener TR-FRET; hit rate 0.031% among 330,000; also: potency is read from the fitted curve at half-maximal effect; % is scaled to controls: 0 for no effect and ±100 for the full control effect; nearly all actives have a fitted effect of over 80% in size
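ATPase turnover read by TR-FRET ADP competition (Eu cryptate antibody/ADP-d2, 665/590 nm): 10uM ATP final, 25nM Mm-CPN final, 30 min 37degC after 10-min compound preincubation, pH 7.4 Tris/KCl/MgCl2/DTT buffer.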
HepG2 tox = counter-screen for TGF-b inhibitors: cytotoxicity in HepG2 cells. hit rate 0.76% among 410,000. HepG2 CAGA-GFP viability, ATP luminescence, 18 h. Potency, µM (titrated, usually from 46.1 µM), inactives show at the highest dose activity change, negative = cytotoxicity, usual class: cytotoxic; also: potency is read from the fitted curve at half-maximal effect; some results filed as inactive show a strong effect at the top dose
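HepG2 CAGA-GFP cells (1000/well, DMEM with 1% FBS) received compound, then TGF-beta at 500 pg/mL final, and were incubated 18 hours at 37 degrees C. Viability was read by CellTiter-Glo luminescence. Media-only wells were set as complete cell-killing and DMSO as no toxicity.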
A549 tox = A549 cytotoxicity, counter-screen for Nrf2 inhibitors. Potency, µM (top dose mostly 46 µM), for the others: at the highest dose activity change, negative = cytotoxicity, usual class: inhibitors. AID 504648. A549 ARE-Fluc cells, CellTiter-Fluor viability, 18-24 h. hit rate 0.16% among 390,000; also: potency is read from the fitted curve at half-maximal effect; % is scaled to controls: 0 for no effect and ±100 for the full control effect
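A549 ARE_Fluc cells in 5% FBS OPTI-MEM were exposed to compounds in concentration-response for 18-24 h at 37 deg C. Viability was read by CellTiter-Fluor fluorescence (Ex 405/Em 525) after 30 min, before the luciferase read.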
Nrf2 block = blocks Nrf2 signaling. A549 ARE-Fluc reporter, luciferase luminescence, 18-24 h. Potency, µM (highest dose often 46 µM), inactives show at the highest dose activity change, negative = inhibition, hits mostly inhibitors. hit rate 2.1% among 360,000. AID 504444; also: potency is read from the fitted curve at half-maximal effect; % is scaled to controls: 0 for no effect and ±100 for the full control effect; nearly all actives have a fitted effect of over 60% in size
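Concentration-response testing used A549 ARE_Fluc cells at 5000 cells/well. Following an 18-24 h compound incubation, viability was read by fluorescence (Ex 405/Em 525) and luciferase output by luminescence.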
CCT chaperon mod = cytosolic chaperonin activity modulation. purified chaperonin ATPase assay, HTRF ADP detection, 30 min. activity change, % (concentration not given with the values), hits read low. hit rate 0.3% among 360,000; in the data active = activity change below about -30%; also: % is scaled to controls: 0 for no effect and ±100 for the full control effect
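TRiC (40 or 20 nM final, by batch activity) in 30 mM Tris pH 7.4, 100 mM KCl, 5 mM MgCl2, 1 mM DTT was treated with compound at 76 uM single dose, then 10 uM ATP, 30 min at 37 °C. ADP was read by HTRF Transcreener.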
Akt phos inh = Akt phosphorylation inhibition. Neuro2A IGF-stimulated pAkt S473 HTRF, 20 min; hits give low values. activity change, % for hits at 50 µM. hit rate 0.32% among 360,000. AID 651550; in the data active = activity change below about -80%; inconclusive = mostly about -51% to -80%; also: % is scaled to controls: 0 for no effect and ±100 for the full control effect
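Single-point screen (50 µM final compound) in Neuro2A cells stimulated 20 min with 6 nM IGF at 37 deg C. After lysis, Ser473-phosphorylated Akt read by HTRF (ex 330 nm, em 615/665 nm) as the 665/615 ratio.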
Active calls of the source: *; i = inactive; ? = inconclusive; . = no result given; & = joins results of further samples; [ ] = another dose, or the depositor's remark. Unless noted, calls follow the shape of the dose curve; as a rule, active = well fitted curve in the direction sought with a large enough effect; inconclusive = small, poorly fitted or top-dose-only effect, or another doubt; inactive = no such curve, though single readings can be large; an effect the other way counts as inactive or inconclusive.

SMILES	Nrf2 ARE act	S2 tox	TGFb SMAD3 inh	Mm-Cpn inhibitor	HepG2 tox	A549 tox	Nrf2 block	CCT chaperon mod	Akt phos inh
C=CCn1c(SC(C)C#N)nc2sc(CC)cc2c1=O (centres undefined)	0.0%	i	-5%	-20%	-17%	4%	11%	-2.9	i
COc1ccc(NC(=O)Cn2cnc3sc(C)c(S(=O)(=O)N4CCN(C)CC4)c3c2=O)cc1OC	-0.2%&0.2%	i	-1%&8%	-3%	-15%&-3%	3%&-16%	1%	-7.8	i
CCCOc1ccc(-c2cc(C(F)(F)F)c(C#N)c(SCC(=O)O)n2)cc1	0.8%	i	-30%	1%	0%	-7%	-6%	0.5	i
Cc1ccc(CNC(=O)CCCCn2c(=O)c3ccccc3n(Cc3ccc(Cl)cc3)c2=O)cc1	0.3%	i	-13%	.	-83%	0%	8%	.	.
O=c1c2ccccc2oc2ccc(-c3ccc4[nH]ccc4c3)cc12	11%	i	-21%	.	-18%	-6%	?	1.8	i
CCN1CCC2(CC1)Oc1c(OC)cccc1C1CC(c3cccnc3)=NN12 (centres undefined)	5.6%	i	15%	-4%	-51%	-1%	-29%	-0.9	i
CC(C)C[C@H](NC(=O)c1nc[nH]c1C(=O)NCC(=O)OC(C)(C)C)C(=O)OCc1ccccc1	7.4%	i	11µM*	-1%	-49%	0%	13%	-4.3	i
C[C@H](c1ccccc1)n1nnc(COCc2ccccc2)c1C#CCOCc1ccccc1	5.0%	i	?	2%	-1%	8%	?	1.0	i
O=C1CCNCCN1[C@H](CO)c1ccccc1	-0.4%	i	-8%&-20%	4%	-37%&-10%	0%	-3%	0.5	i
Cc1cccc(C)c1NC(=O)CN1CCN(CC(=O)NCC2(N3CCCCC3)CCCCC2)CC1	3.4%	i	14%	0%	-33%	-9%	6%	0.1	i
COc1ccc(S(=O)(=O)n2nc(C)c(S(=O)(=O)N3CCC(C)CC3)c2C)cc1OC	-0.6%	i	16%	.	-1%	3%	.	.	.
Cc1ccc(O)c(C(=O)c2cc(C#N)c(=O)n(C(C)c3ccccc3)c2)c1 (centres undefined)	-0.1%	?	-27%	-4%	-22%	-6%	-6%	-2.9	i
COc1ccc(OC)c(C(C(=O)NCc2ccco2)N(C(=O)Cn2nnc3ccccc32)C2CC2)c1 (centres undefined)	2.7%	i	10%	-2%	-24%	-1%	-1%	-4.2	i
Cc1ccc(CNc2ccc(Cl)cc2[N+](=O)[O-])cc1	2.3%	i	-4%	-17%	-10%	1%	?	-1.3	i
Oc1ccc(/C=N/Nc2cc(N3CCCC3)nc(N3CCCC3)n2)cc1	-0.7%	i	-4%	-2%	-29%	-16%	?	1.9	i
COc1ccccc1C(=O)NC(=S)Nc1ccc(S(=O)(=O)N2CCN(C)CC2)cc1	-0.7%	i	1%	-2%	-2%	3%	-20%	-2.7	i
CC(=O)NCCc1nc2ccccc2n1CCOc1ccccc1	0.2%	i	8%	-2%	1%	4%	-14%	-1.0	i
COC(=O)[C@H](Cc1ccccc1)N(C)S(=O)(=O)c1cccc(S(=O)(=O)N(C)[C@@H](Cc2ccccc2)C(=O)OC)c1	0.7%	i	-5%	-1%	-5%	5%	-12%	-6.0	i
Oc1ccccc1/C=N/Nc1cccc2cccnc12	2.7%	i	?	1%	-40%	?	-9%	-24	i
CCCCOC(=O)Sc1nc2ccccc2o1	1.0%	i	4%	0%	-20%	.	-5%	-0.9	i
COc1cc(NC(=O)CSc2nc3ccccc3cc2Cc2ccccc2)cc(OC)c1	0.4%	i	-7%	1%	-1%	-10%[1.84 µM]	-10%	-3.7	i
S=c1nc(C2CCCCC2)[nH][nH]1	0.2%	i	8%	1%	2%	10%	-8%	-1.3	i
Nn1c(=S)[nH]c2sc3c(c2c1=O)CCCC3	0.5%	i	0%	.	-33%	1%	-14%	1.2	i
COc1ccc(C(=O)NCC2CCCCC2)cc1S(=O)(=O)N1CCCC1	-0.1%	i	-17%	1%	-5%	0%	-14%	1.5	i
O=S1(=O)CC/C(=N/Nc2ccc(C(F)(F)F)cn2)c2cc(F)ccc21	0.5%	i	-24%	-2%	-21%	3%	?	-9.3	i

A second format for some results above.
Each structure is followed by: Nrf2 ARE act	S2 tox	TGFb SMAD3 inh	Mm-Cpn inhibitor	HepG2 tox	A549 tox	Nrf2 block	CCT chaperon mod	Akt phos inh
S=c1nc(C2CCCCC2)[nH][nH]1
 : 0.2%	i	8%	1%	2%	10%	-8%	-1.3	i
CC(C)C[C@H](NC(=O)c1nc[nH]c1C(=O)NCC(=O)OC(C)(C)C)C(=O)OCc1ccccc1
 : 7.4%	i	11µM*	-1%	-49%	0%	13%	-4.3	i
COc1ccc(C(=O)NCC2CCCCC2)cc1S(=O)(=O)N1CCCC1
 : -0.1%	i	-17%	1%	-5%	0%	-14%	1.5	i
O=c1c2ccccc2oc2ccc(-c3ccc4[nH]ccc4c3)cc12
 : 11%	i	-21%	.	-18%	-6%	?	1.8	i

Later entries
SMILES	Nrf2 ARE act	S2 tox	TGFb SMAD3 inh	Mm-Cpn inhibitor	HepG2 tox	A549 tox	Nrf2 block	CCT chaperon mod	Akt phos inh
CC(=O)Nc1ccc(Nc2nc3c(S(=O)(=O)c4cccc(Cl)c4)nnn3c3ccsc23)cc1	1.7%	i	-7%	.	-32%	-1%	21%	.	.
O=[N+]([O-])c1ccc(-c2c[nH]c(=S)[nH]2)cc1	-0.3%	i	-6%	-11%	4%	-15%	-5%	-0.8	i
O=C(Cc1cccc(NC(=O)C2CCN(C(=O)C3CCCC3)CC2)c1)Nc1cccc(C(=O)N2CCOCC2)c1	0.3%	i	-1%	.	5%	-2%	1%	-2.6	i
CC(=O)Nc1ccc(NC(=O)C(C)OC(=O)c2ccccc2Sc2ccccc2C#N)cc1 (centres undefined)	0.1%	i	-7%	-5%	15%	3%	11%	0.5	i
CC(C)Oc1ccc(CN2CCC2(C)C(=O)Nc2cccc(Oc3ccccc3)c2)cc1 (centres undefined)	0.1%	i	1%	.	-5%	.	.	-0.4	i
CNC(=S)NNC(=O)c1cccn(Cc2ccc(Cl)c(Cl)c2)c1=O	0.0%	i	-14%	1%	2%	0%	?	0.3	i
COc1cccc(/C=C2\SC(=S)N(CCCC(=O)Nc3cccc(C(=O)O)c3)C2=O)c1	3.2%	i	0%	.	-21%	.	.	0.8	i
CC1(C)Cc2c(ccc3ccccc23)-c2nnc(-c3cccnc3)n21	-0.1%	?	13%	-1%	3%	-9%	8%	-7.4	i
CCOC(=O)c1ccccc1NC(=O)c1cn(-c2ccc(OC)cc2)c(=O)c2ccccc12	-0.2%[9.22 µM]	?	10%	-14%	11%	-3%	?	-5.4	i
O=C(NC(NC(=O)c1ccccc1)C(=O)c1ccccc1)c1ccccc1	-0.2%	i	8%	2%	8%	-7%	-5%	-7.2	i
CC1CCN(S(=O)(=O)c2ccc3c(c2)CCN3C(=O)Nc2ccc(Br)cc2)CC1	5.5%	.	.	.	-4%	6%	17%	.	.
CS(=O)(=O)N1CCCC(C(=O)N2CCc3ccccc3C2)C1 (centres undefined)	-0.2%	i	-6%	0%	-14%	6%	-19%	-1.2	i
CC1(C)COC(Cc2ccccc2)=N1	0.0%	i	6%	.	8%	.	.	0.0	i
COc1ccc(Br)cc1CNC(=O)CCN1C(=O)COc2ccccc21	-0.9%	i	1%	2%	29%	21%	10%	0.5	i
COc1ccccc1/C=N/NC(=O)CC(=O)NCCc1ccccc1	1.4%	i	-3%	.	2%	12%	0%	0.3	i
C=CCNc1nc2ccccc2nc1NS(=O)(=O)c1ccc(Br)cc1	0.2%	i	?	-2%	-12%	5%	-28%	-1.0	i
Cc1ccc(N(Cc2ccccc2)C(=O)c2ccc(F)c(S(=O)(=O)N3CCOCC3)c2)cc1	0.5%	i	0%	0%	5%	1%	-23%	-5.5	i
COc1ccc(-c2csc(N3N=C(C)C(C)C3=O)n2)cc1 (centres undefined)	3.9%	?	-16%	-3%	-23%	-1%	?	0.1	i
CSc1cccc(-n2c(C)cc(C(N)=O)c2C)c1	0.2%	i	-13%	-1%	-4%	1%	?	1.9	i
CCC(=O)N1CCc2cc(S(=O)(=O)N(C)c3cccc(C)c3)ccc21	-0.3%	i	-27%	.	-15%	7%	0%	.	.
COc1ccc(S(=O)(=O)NC2CC3CCC2C3)cc1 (centres undefined)	-0.8%	i	-2%	1%	-3%	-1%	-17%	-2.4	i
COc1cccc(NC(=O)N2C3CCCC2CC(NC(=O)C2CC2)C3)c1 (centres undefined)	-0.2%	i	1%	-2%	-18%	12%	0%	1.4	i
O=C(NCc1ccco1)C1CC(c2ccccc2O)=NO1 (centres undefined)	0.1%	i	-19%	2%	1%	0%	2%	-1.7	i
O=C(CCCn1c(=O)[nH]c2ccc(Br)cc2c1=O)N1CCN(c2cccc(Cl)c2)CC1	-1.0%	i	5µM*	.	-28%	?	-15%[9.27 µM]	.	.
O=C(COc1ccc(CNC[C@H]2O[C@@H](n3ccc(=O)[nH]c3=O)[C@H](O)[C@@H]2O)cc1)Nc1nccs1	-1.2%	i	-1%	.	15%	.	.	2.3	i

Sorted by the number under Nrf2 ARE act (lowest first): 3 from the list above
compound | Nrf2 ARE act | Mm-Cpn inhibitor | CCT chaperon mod | Akt phos inh
CS(=O)(=O)N1CCCC(C(=O)N2CCc3ccccc3C2)C1 (centres undefined) | -0.2% | 0% | -1.2 | i
Cc1ccc(O)c(C(=O)c2cc(C#N)c(=O)n(C(C)c3ccccc3)c2)c1 (centres undefined) | -0.1% | -4% | -2.9 | i
COc1cccc(/C=C2\SC(=S)N(CCCC(=O)Nc3cccc(C(=O)O)c3)C2=O)c1 | 3.2% | . | 0.8 | i
